High-throughput results as filed in PubChem BioAssay.
HIV fusion peptide: cell-free HIV fusion peptide-binding blockers – biochemical, uHTS, fluorescence dequenching, primary screen (AID 1986) | inhibition, % at 20 µM; hits with a dose series show IC50 in µM | 0.3% of 290,000 active | cell-free peptide binding, fluorescence dequenching, 30 min; higher % means a stronger effect; in the data active = inhibition mostly above about 52%, no sharp cut-off; inactive = mostly below about 76%; also: some results filed as inactive read as strong as hits
Dengue-2 NS5 capping: Dengue-2 NS5 methyltransferase inhibitors, primary screen, biochemical, confirmation dose response (AID 588689); inhibition, % at 25 µM, or IC50 in µM where a hit was titrated; Dengue-2 NS5 methyltransferase capping enzyme assay, biochemical; higher % means a stronger effect; 0.3% of 340,000 active; in the data active = a potency from the dose series; inconclusive = inhibition above about 29% without an active follow-up result
HEK293 NOD2/NF-kB: inhibition of NOD2-driven NF-kB reporter – cell-based, luminescence, uHTS, HEK293 (AID 1566); HEK293 NOD2/NF-kB luciferase reporter, luminescence; higher % means a stronger effect; one-dose inhibition, % at 4 µM; EC50 in µM for titrated hits; 0.63% of 290,000 active; also: many of its hits are not listed in these tables
AID2073: disruptors of CaV2.2 binding to Mint1 – biochemical, HTRF (AID 2073); HTRF protein-protein interaction, Mint1-CaV2.2; higher % means a stronger effect; inhibition, % at 20 µM, or IC50 in µM where a hit was titrated; 0.19% of 290,000 active; in the data active = inhibition mostly above about 51%, no sharp cut-off; inconclusive = no clear call, values can overlap the other calls; inactive = mostly below about 53%; also: some results filed as inactive read as strong as hits
Lipid droplet: hepatic lipid droplet formation modulation | AML12 mouse hepatocytes, oleate lipid droplets, BODIPY imaging | inhibition, % at 6.5 µM | 0.4% of 240,000 active;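 active = lipid droplet intensity inhibited by at least 50%, with more than 500 cells counted; inconclusive = wells with under 300 cells, treated as cytotoxic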
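Assay system: AML12 hepatocytes (mouse) / Also added: 100 µM oleic acid challenge / Times: overnight treatment with compound plus oleate / Detection: high-content imaging of BODIPY-stained droplets and DAPI nuclei / Evaluation: % inhibition of lipid droplet signal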
LYP phosphatase: PTPN22 lymphoid phosphatase activity blockers – biochemical, fluorescence intensity, uHTS (AID 1779) | recombinant LYP phosphatase, fluorescence intensity; higher % means a stronger effect | inhibition, % at 11.5 µM, or IC50 in µM where a hit was titrated | 0.054% of 290,000 active;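 also: plate controls were vehicle with enzyme for no effect and no enzyme for full effect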
Siah-1 displacement: Siah-1 peptide-binding antagonists, primary screen, biochemical, fluorescence polarization, rhodamine-plectin, uHTS (AID 1817); Siah-1 / rhodamine-plectin peptide fluorescence polarization; higher % means a stronger effect; displacement, % at 20 µM, or IC50 in µM where a hit was titrated; 0.02% of 290,000 active;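 active = displacement of at least 50% at 20 µM, with a fluorescence ratio check between 0.3 and a set limit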;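 also: plate controls were Siah plus tracer with DMSO for no effect and tracer alone without Siah for full effect; strong numbers were not always called active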
XIAP displacement: XIAP antagonists, biochemical, IAP family, fluorescence polarization (AID 1018). XIAP BIR domain, fluorescence polarization peptide displacement; higher % means a stronger effect. displacement, % at 20 µM, or IC50 in µM where a hit was titrated. 0.007% of 200,000 active; in the data active = displacement above about 50%; also: a part of the inactive calls stands beside numbers as strong as those of hits
Myeloid diff 2: promotes myeloid progenitor differentiation; 1% of 360,000 active; ER-HoxA9 myeloid progenitors, lysozyme-GFP differentiation, flow cytometry; AID 624256; calls only at 10 µM;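 active = normalized GFP-positive differentiation at or above the plate's own cutoff, the solvent-only control mean plus 3 SD; inconclusive = no clear call, values can overlap the other calls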;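 also: cells exposed to compound for four days before flow analysis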
Lipid droplet cells 6.5 µM: second read-out of Lipid droplet, no call of its own (marks repeat the call); cell count; measured here: cell count, cytotoxicity flag;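 cells counted across two imaged fields per well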
Myeloid diff 2 GFP+ MAC1+ %: recorded beside Myeloid diff 2, whose call it bears; GFP+ MAC1+ double positive, %; measured here: differentiation confirmed by MAC1 staining
Starred values were filed as active, the others as inactive; i = inactive; ? = inconclusive; · = no result given; + = active, no number. Rule as the data show it, unless noted: active = inhibition above about 50%; inactive = the rest. Some of the compounds tested. The share of hits here may be higher or lower than overall.

#	mol	HIV fusion peptide	Dengue-2 NS5 capping	HEK293 NOD2/NF-kB	AID2073	Lipid droplet	Lipid droplet cells 6.5 µM	LYP phosphatase	Siah-1 displacement	XIAP displacement	Myeloid diff 2	Myeloid diff 2 GFP+ MAC1+ %
1	O=C(NCc1ccco1)c1cc(-c2ccc(F)cc2)on1	-1.3%	-4%	12%	1%	·	·	-11%	-4%	2.2%	i	0.8
2	Cc1c(NC(=S)NC(=O)c2sc3ccccc3c2Cl)cccc1C(=O)O	22%	2%	-93%	6%	25	673	14%	5%	-5.0%	i	0.6
3	S=C(NCc1ccccc1)Nc1ccncc1	-0.2%	-12%	32%	-4%	-4	772	-11%	2%	·	+	5.6*
4	CCn1cc(CNC(=O)c2cc(COc3ccc(F)cc3F)on2)cn1	0.5%	6%	-17%	3%	-6	729	-8%	19%	-6.9%	i	0.2
5	CCCn1c(=O)c2ccccc2n2c(SCC(=O)NCc3cccs3)nnc12	-4.0%	-9%	-2%	2%	·	·	-10%	5%	-2.7%	i	0.7
6	O=C(O)C1CCC(NSc2ccccc2[N+](=O)[O-])CC1 (centres undefined)	-0.2%	8%	7%	20%	-13	725	-4%	2%	·	i	0.4
7	CC(=O)N1c2ccc(S(=O)(=O)NCC3CCC(C(=O)NC4CCCCC4)CC3)cc2CC1C (centres undefined)	-1.7%	-4%	18%	2%	-6	738	-2%	6%	·	i	2.8
8	Cc1oc2c(C)c3oc(=O)c(CCC(=O)NCCCn4ccnc4)c(C)c3cc2c1C	-1.0%	-9%	30%	28%	-2	794	-6%	0%	·	i	3.0
9	CCC(C)N1C(=O)/C(=C/c2c(NCCCOC(C)C)nc3c(C)cccn3c2=O)SC1=S (centres undefined)	76%*	?	13%	10%	·	·	0%	i	78%	+	6.2*
10	COc1cc(/C=C2\SC(=S)NC2=O)ccc1OS(=O)(=O)c1ccccc1	18µM*	·	5%	-14%	-38	521	2%	1%	-7.8%	·	·
11	Nc1nonc1C(=O)N/N=C/c1ccc(-c2cccc(C(=O)O)c2)o1	19%	·	-14%	18%	-15	676	1%	3%	-1.5%	·	·
12	CCC(OC(=O)C(C)N1C(=O)C(=O)c2ccccc21)C(=O)Nc1ccccc1OC (centres undefined)	0.8%	-4%	-9%	7%	-15	768	-10%	1%	·	i	3.0
13	FC(F)(F)c1cc(Nc2ccccc2)nc(-c2ccccn2)n1	-1.0%	-1%	41%	8%	24	842	-7%	-8%	·	i	0.3
14	Clc1ccc(-n2nnc(-c3cccnc3Cl)n2)cc1Cl	-1.7%	1%	-154%	24%	24	721	-5%	2%	-2.6%	i	2.6
15	Cc1oc(-c2cc3c(cc2Cl)OCO3)nc1CN1CCCC1c1ccc(F)cc1 (centres undefined)	-1.0%	-13%	-2%	-9%	-29	593	-2%	-5%	-21%	i	0.0
16	O/N=C1\CCCc2ccc3ccccc3c21	-0.1%	-14%	-12%	-3%	-5	711	-6%	0%	·	i	0.9
17	CCc1nc(NC(=O)NS(=O)(=O)c2ccccc2C(=O)OC)nc(OC)n1	-3.3%	3%	6%	1%	0	736	-6%	-11%	-6.6%	i	0.1
18	CCOC(=O)[C@@H]1[C@H]2COc3ccccc3[C@H]2N2C(=O)N(c3ccc(F)cc3)C(=O)[C@]12C	1.2%	2%	-7%	2%	0	789	-10%	2%	·	i	1.5
19	COC(=O)c1c(C(=O)OC)c2cc(C)ccn2c1Cl	0.3%	-1%	16%	14%	·	·	-3%	9%	-8.3%	i	0.8
20	COc1ccc(/C=C(/NC(C)=O)C(=O)O)cc1	-0.8%	4%	22%	-8%	·	·	-12%	-3%	-6.0%	i	0.8
21	O=[N+]([O-])c1ccc(N2CCN(C(=S)Nc3cccc(F)c3)CC2)cc1	0.2%	-13%	14%	0%	-16	610	-6%	2%	-3.2%	i	0.6
22	O=C(Cc1ccc(Cl)cc1)Nc1ccc(Cl)cn1	0.1%	0%	-2%	11%	-8	843	-8%	2%	·	i	0.2
23	O=C(Nc1ccc(Oc2cccnc2)cc1)c1ccccc1F	-0.2%	-13%	-24%	-1%	·	·	4%	1%	-2.6%	i	1.0
24	CCN1CCN(C(=O)C2CCN(S(=O)(=O)c3cc(Cl)ccc3Cl)CC2)CC1	1.9%	-4%	-4%	4%	18	791	-6%	0%	·	i	0.0
25	Cc1no[n+]([O-])c1COc1ccccc1/C=N/n1nnnc1N	2.7%	-3%	4%	3%	-33	621	-5%	4%	-3.1%	i	0.4

(listing goes on)
#	mol	HIV fusion peptide	Dengue-2 NS5 capping	HEK293 NOD2/NF-kB	AID2073	Lipid droplet	Lipid droplet cells 6.5 µM	LYP phosphatase	Siah-1 displacement	XIAP displacement	Myeloid diff 2	Myeloid diff 2 GFP+ MAC1+ %
26	CC(=O)Nc1ccc(Nc2c([N+](=O)[O-])c(=O)n(-c3ccccc3)c3ccccc23)cc1	0.2%	2%	22%	21%	-3	702	-4%	17%	-6.3%	i	0.5
27	CCCCC(=O)Nc1ccc(C(=O)N2CCN(C)CC2)cc1	-2.0%	-2%	12%	-2%	7	689	-4%	-3%	-4.9%	i	0.0
28	Cc1ccc(OCCOC(=O)c2c(-c3ccccc3)noc2C)cc1	-0.9%	-8%	17%	-5%	-30	763	-3%	1%	·	i	2.1
29	O=C(Nc1ccncc1)Nc1cccc(Cl)c1Cl	1.1%	-4%	7%	4%	-23	780	-9%	6%	·	i	0.4
30	O=C(NC(=S)Nc1ccccc1N1CCN(C(=O)c2ccccc2)CC1)c1cccs1	2.3%	-1%	25%	?	17	679	-3%	7%	·	i	0.5
31	Cc1cc(=O)oc2cc(OCc3ccc(C(=O)N4CCN(c5ccccc5)CC4)cc3)ccc12	4.5%	6%	-38%	35%	-1	589	10%	14%	-8.5%	i	0.6
32	CCOC(=O)c1ccc(NC(=O)CCSCCc2ccccn2)cc1	0.8%	4%	1%	14%	-3	700	-6%	9%	-1.9%	i	0.1
33	CN(C)c1ccc(/C=N/N=C(N)N)cc1[N+](=O)[O-]	-0.7%	-3%	6%	-4%	1	719	0%	3%	-1.6%	i	0.3
34	Cc1ccc(-n2nc(C(=O)NCc3ccco3)c3c4ccccc4n(C)c3c2=O)cc1	0.9%	5%	8%	30%	-18	738	-1%	13%	-4.4%	i	1.1
35	COc1ccc(Cl)cc1C(=O)CSc1nnnn1C1CCCCC1	-0.3%	-8%	-6%	-6%	7	675	-5%	-4%	-5.4%	i	0.3
36	CCc1cccc2c(C(=O)CCl)c[nH]c12	1.9%	-5%	29%	1%	4	677	1%	4%	-1.8%	i	0.6
37	O=C(CSC(=S)N1CCSCC1)c1ccccc1	0.0%	-3%	-126%	-3%	0	670	-4%	-4%	-3.6%	i	0.2
38	CCCn1cc(SCC(=O)Nc2cc(C)on2)c2ccccc21	-1.1%	1%	4%	7%	2	700	-1%	-3%	·	i	0.9
39	CC(C)=CCC(C)(C)C1OCCN1C(=O)c1ccccc1 (centres undefined)	2.0%	-7%	2%	2%	-1	751	-16%	3%	0.2%	i	0.8
40	Cc1ccc(Nc2ncnc3sc(C)c(C)c23)cc1C	-1.0%	6%	-10%	4%	10	779	-1%	-1%	-7.0%	+	0.9*
41	Cc1ccc(OC(C)C(=O)Nc2ccc(S(=O)(=O)N3CCOCC3)cc2)cc1 (centres undefined)	-0.4%	6%	-6%	8%	-12	722	-4%	12%	·	i	0.5
42	Cc1ccc(S(=O)(=O)N(C)CC(=O)NCc2ccncc2)cc1	-1.0%	-4%	32%	1%	-3	794	-10%	-3%	-5.8%	i	1.3
43	CC(C)C(=O)Nc1ccc(-c2nnc(-c3ccccc3)o2)cc1	41%	-8%	-155%	20%	-6	767	-7%	14%	·	i	0.3
44	COc1ccc(OC)c(S(=O)(=O)N(C(C)=O)c2ccc3oc(=O)sc3c2)c1	8.3%	1%	-4%	23%	-12	764	-1%	0%	-5.7%	i	0.6
45	C=C(Br)Cn1cnc2ccccc21	-0.5%	-1%	7%	-3%	4	702	-8%	-7%	-7.8%	i	0.5
46	O=C(CN1CCN(S(=O)(=O)c2ccc(Br)cc2)CC1)Nc1ccc2c(c1)OCO2	-0.7%	-3%	-16%	0%	·	·	-1%	2%	-6.4%	i	0.6
47	OCCN=c1cc(-c2ccccc2)oc2ccc(Cl)cc12	-1.6%	-8%	-67%	8%	·	·	-1%	0%	-7.9%	i	0.7
48	COc1ccc(C(=O)N=c2sccn2C)cc1	-1.3%	-11%	-28%	0%	2	680	-1%	0%	-3.8%	i	0.6
49	COc1ccc(OC)c(C2=NOC(C(=O)Nc3cc(C)nn3-c3ccccc3)C2)c1 (centres undefined)	0.2%	-3%	8%	6%	-1	674	-11%	-2%	-4.2%	i	4.1
50	CCN(CC)S(=O)(=O)c1ccc(-c2nnc(SCc3nnc(-c4ccccc4)o3)o2)cc1	0.8%	0%	-42%	4%	·	·	1%	4%	-1.3%	i	8.1

Structures above that bear a hit mark in HIV fusion peptide.
cpd	molecule	HIV fusion peptide	Dengue-2 NS5 capping	HEK293 NOD2/NF-kB	AID2073	LYP phosphatase	Siah-1 displacement	XIAP displacement	Myeloid diff 2 GFP+ MAC1+ %
9	CCC(C)N1C(=O)/C(=C/c2c(NCCCOC(C)C)nc3c(C)cccn3c2=O)SC1=S (centres undefined)	76%*	?	13%	10%	0%	i	78%	6.2*
10	COc1cc(/C=C2\SC(=S)NC2=O)ccc1OS(=O)(=O)c1ccccc1	18µM*	·	5%	-14%	2%	1%	-7.8%	·

Continued:
#	mol	HIV fusion peptide	Dengue-2 NS5 capping	HEK293 NOD2/NF-kB	AID2073	Lipid droplet	Lipid droplet cells 6.5 µM	LYP phosphatase	Siah-1 displacement	XIAP displacement	Myeloid diff 2	Myeloid diff 2 GFP+ MAC1+ %
51	C#CCOCCOCCOCCNc1nc(N2CCN(C(=O)[C@H](CCC(=O)O)n3cc(C(N)CO)nn3)CC2)nc(N2CCN(C(=O)[C@H](CCC(=O)O)n3cc(C(N)CO)nn3)CC2)n1 (some centres undefined)	1.8%	·	-7%	26%	7	654	-10%	1%	·	·	·
52	Cc1ccc(S(=O)(=O)N/N=C2/CC(=O)CC(C)(C)C2)cc1[N+](=O)[O-]	1.3%	0%	9%	-5%	-9	749	-2%	2%	·	i	0.6
53	Cc1cc(C)nc(-n2nc(C)cc2NC(=O)CN2CCCC(C)C2)n1 (centres undefined)	-2.4%	2%	9%	1%	·	·	-10%	2%	-0.8%	i	2.4
54	NC(=S)Nc1cccc(F)c1	0.0%	2%	24%	4%	6	750	-4%	1%	·	i	0.3
55	CCC(C(=O)NCCCN1CCOCC1)n1c2ccccc2c2nc(=O)cc(C)n21 (centres undefined)	1.1%	0%	24%	1%	-4	721	-7%	-1%	·	i	1.1
56	CCOc1c(Cl)cc(CNc2ccc(N3CCCC3)cc2)cc1OC	-5.0%	93µM*	-9%	53%	-23	536	-3%	15%	3.0%	i	1.6
57	CC1CC(OCC(O)C[N+]2(C)CCOCC2)CC(C)(C)C1 (centres undefined)	2.5%	-3%	14%	12%	0	709	-8%	7%	-3.5%	i	0.1
